# PI4K2A inh: qHTS for small molecular inhibitors of PI4K2A | purified PI4K2A, ADP-Glo luminescence, 1 h; hits give low values | activity change, negative = inhibition, % at 76.9 µM | hit rate 0.13% among 420,000 | AID 1346378, 2018; in the data active means activity change below about -50%; inconclusive means mostly about -30% to -49%;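 further: -100% = wells without enzyme as full effect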
#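 Compounds are screened against recombinant PI4K2A using PI as substrate and ATP, the latter dispensed at 300 microM. Reactions run one hour at ambient temperature before ADP-Glo detection; full inhibition defined by wells lacking enzyme.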
# HP1b binding inh: HTS for Inhibitors of HP1-beta Chromodomain Interactions with Methylated Histone Tails | Chromobox protein homolog 1 (Homo sapiens), P83916 | AlphaScreen HP1-beta / biotin-H3K9me3 peptide binding | Potency, µM (doses to about 114 µM), without a hit: at the top dose activity change, negative = inhibition, usual class: inhibitors | hit rate 0.56% among 390,000 | AID 540317, 2011; further: potency means the concentration at half of the fitted maximal effect; nearly all actives have a fitted effect of over 70% in size; inactives centre near 23
#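 Compound inhibition of the preformed complex between 50 nM HP1-beta and 50 nM biotinylated H3K9me3 peptide was read by AlphaScreen. Buffer was PBS pH 7.4 with 0.01% Tween-20. Incubations ran 30 min at room temperature, with 10 ug/mL donor/acceptor beads.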
# Pin1 inhibitor: qHTS Assay to Find Inhibitors of Pin1; hit rate 0.009% among 390,000; AID 504891, 2011; Potency, µM (series often up to 115 µM), for inactives: at the highest dose activity, negative = inhibition, usual class: inhibitors; Peptidyl-prolyl cis-trans isomerase NIMA-interacting 1 (Homo sapiens), Q13526; Pin1 FP peptide displacement, HiFluor488, 10 min; active means well fitted inhibition curve with a large enough effect in the polarisation, with a control signal flat, not every such curve was filed as active; inconclusive means small, poorly fitted or top-dose-only effect, or effect the other way, or a change in a side signal; inactive means no such curve, though single readings can be large or run the other way; the % refers to the polarisation; further: potency means the concentration at half of the fitted maximal effect; on the % scale 0 is the no-effect control and ±100 the full control effect
# Target sequence (Q13526 whole entry, looked up): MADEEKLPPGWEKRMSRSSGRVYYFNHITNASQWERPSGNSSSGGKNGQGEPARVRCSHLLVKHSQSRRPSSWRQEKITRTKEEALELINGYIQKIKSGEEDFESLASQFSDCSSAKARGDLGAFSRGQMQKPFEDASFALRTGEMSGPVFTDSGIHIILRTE
# JMJD2A Tudor inh: qHTS Assay for Inhibitors of JMJD2A-Tudor Domain. Lysine-specific demethylase 4A (Homo sapiens), O75164. AlphaScreen JMJD2A-Tudor / H3K4me3 peptide binding. Potency, µM (titrated, usually from 114 µM), for inactives: at the top dose activity change, negative = inhibition, actives largely listed as inhibitors. hit rate 4.4% among 390,000. AID 504339, 2011; further: potency means the concentration at half of the fitted maximal effect; on the % scale 0 is the no-effect control and ±100 the full control effect; nearly all actives have a fitted effect of over 50% in size
# GLS inhibitor: qHTS for Inhibitors of Glutaminase (GLS) | GLS enzymatic activity, qHTS titration | hit rate 0.21% among 410,000 | AID 624170, 2012 | Glutaminase kidney isoform, mitochondrial (Homo sapiens), O94925 | Potency, µM (doses to about 45.5 µM), for the others: at the highest dose activity change, negative = inhibition, usual class: inhibitors; further: potency means the concentration at half of the fitted maximal effect; on the % scale 0 is the no-effect control and ±100 the full control effect
#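 Enzyme dispensed in phosphate buffer (45 mM, pH 8.2, 0.02% Tween-20), compounds pinned in, then 1 mM L-glutamine solution and the glutamate oxidase–HRP–Amplex Red mix added; fluorescence read immediately and again after 30 min at room temperature.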
# BAZ2B inh: qHTS Assay for Inhibitors of BAZ2B; AlphaScreen BAZ2B-H3K14Ac peptide displacement; Potency, µM (titrated, usually from 114 µM), inactives show top-dose activity change, negative = inhibition, usual class: inhibitors; hit rate 4.4% among 360,000; further: potency means the concentration at half of the fitted maximal effect; on the % scale 0 is the no-effect control and ±100 the full control effect; nearly all actives have a fitted effect of over 60% in size
#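 In this displacement format the biotinylated H3(5-23) peptide acetylated at Lys14 serves as ligand at 50 nM, with BAZ2B at 50 nM in PBS pH 7.4 containing 0.01% Tween-20. Donor and acceptor beads are 10 ug/mL final.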
# POLH inh: qHTS for Inhibitors of Polymerase Eta. DNA polymerase eta (Homo sapiens), Q9Y253. recombinant Pol eta, fluorescent DNA replication assay. Potency, µM (doses to about 114 µM), inactives show at the top dose activity change, negative = inhibition, hits mostly inhibitors. hit rate 1.2% among 390,000. AID 588591, 2011; further: potency means the concentration at half of the fitted maximal effect; on the % scale 0 is the no-effect control and ±100 the full control effect
#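 Pol eta (10 nM) was preincubated with compounds for 15 min at room temperature, after which fluorescent replication substrate (50 nM final) was added to start the reaction. Fluorescence was read kinetically at 0 and 10 min.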
# G9a block: qHTS Assay for Inhibitors of Histone Lysine Methyltransferase G9a | Histone-lysine N-methyltransferase EHMT2 (Homo sapiens), Q96KQ7 | hit rate 8.8% among 350,000 | G9a H3K9 monomethylation, AlphaScreen, 2 h | Potency, µM (highest dose often 102 µM), for inactives: top-dose activity, negative = inhibition, hits mostly inhibitors; further: potency means the concentration at half of the fitted maximal effect; on the % scale 0 is the no-effect control and ±100 the full control effect; nearly all actives have a fitted effect of over 75% in size
# Target sequence (Q96KQ7 913-1193 limits assumed): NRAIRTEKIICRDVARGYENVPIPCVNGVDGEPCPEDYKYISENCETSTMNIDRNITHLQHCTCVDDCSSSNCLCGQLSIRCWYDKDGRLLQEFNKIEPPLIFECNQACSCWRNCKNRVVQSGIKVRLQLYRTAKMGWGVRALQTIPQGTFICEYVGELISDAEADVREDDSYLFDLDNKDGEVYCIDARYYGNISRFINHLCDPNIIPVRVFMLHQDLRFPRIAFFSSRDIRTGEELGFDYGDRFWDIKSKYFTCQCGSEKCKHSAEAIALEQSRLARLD
#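 Enzyme 20 nM + cpd, 15 min RT; add b-H3K9 pep 500 nM / SAM 20 uM; 2 h RT; anti-H3K9me1 Ab 0.5 ug/mL + SA donor / anti-rabbit acceptor beads 20 ug/mL each, 10 min; AlphaScreen read.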
# Tb PGK inh: qHTS Assay to Find Inhibitors of Phosphoglycerate Kinase. Phosphoglycerate kinase, glycosomal (Trypanosoma brucei brucei), P07378. PGK/GAPDH coupled, Kinase-Glo luminescence, 60 min. Potency, µM (titrated, usually from 57.5 µM), inactives show top-dose activity change, negative = inhibition, most hits filed as inhibitors. hit rate 0.043% among 380,000. AID 602233, 2012; further: potency means the concentration at half of the fitted maximal effect; on the % scale 0 is the no-effect control and ±100 the full control effect; nearly all actives have a fitted effect of over 60% in size
# Target sequence (P07378 whole entry, looked up): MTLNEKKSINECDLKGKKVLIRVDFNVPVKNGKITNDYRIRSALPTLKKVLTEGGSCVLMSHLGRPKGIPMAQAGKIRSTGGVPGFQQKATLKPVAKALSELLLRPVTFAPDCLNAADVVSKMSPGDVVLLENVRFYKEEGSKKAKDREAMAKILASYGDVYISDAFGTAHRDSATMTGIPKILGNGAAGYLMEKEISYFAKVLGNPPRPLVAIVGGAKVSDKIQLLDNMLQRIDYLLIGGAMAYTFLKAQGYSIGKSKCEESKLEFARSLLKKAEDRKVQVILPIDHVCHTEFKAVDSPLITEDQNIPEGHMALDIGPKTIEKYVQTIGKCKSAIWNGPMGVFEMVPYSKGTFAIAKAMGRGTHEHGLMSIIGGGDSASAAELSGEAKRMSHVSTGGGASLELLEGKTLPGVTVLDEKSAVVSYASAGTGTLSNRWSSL
#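 Recombinant glycosomal PGK reaction used 1,3-bisphosphoglycerate generated in-well by GAPDH (100nM final) in 100mM TEA pH 7.6, 5mM MgCl2, 0.01% Tween-20. After 60 minutes at room temperature, ATP was read by Kinase-Glo Plus luminescence end-point.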
# The depositor's hits bear a star; i = inactive; ? = inconclusive; · = not tested or not shown; & = joins results of further samples; [ ] = dose if it differs, or a comment. Unless noted, the call rests on the fitted dose curve; in most records, active means well fitted curve in the direction sought with a large enough effect; inconclusive means small, poorly fitted or top-dose-only effect, or another doubt; inactive means no such curve, though single readings can be large; an effect the other way counts as inactive or inconclusive. These rows are one share of the data, so the mix of outcomes need not match the whole.
SMILES	PI4K2A inh	HP1b binding inh	Pin1 inhibitor	JMJD2A Tudor inh	GLS inhibitor	BAZ2B inh	POLH inh	G9a block	Tb PGK inh
Cc1cccc(N=Nc2c(C)nn(-c3ccccc3)c2N)c1C	11	?	-3%	25µM*	1%	18µM*	-20%	10µM*	-7%
CCOc1ccc(Cn2c(CNS(=O)(=O)c3cccc(Cl)c3)nc3cccnc32)cc1	-1	9%[57 µM]	2%	-11%	-12%	4%	-19%	15%[59 µM]	0%
CCCCOCCCNC(=O)c1ccc(NC(C)=O)cc1	6	21%	-1%	-1%	3%	-3%	1%	?	-6%
NC(=O)c1ccsc1NC(=O)COC(=O)c1ccc(Cl)nc1	-3	18%	19%	-13%	2%	17%	-4%	-24%	3%
CNC(C)c1ccc(S(N)(=O)=O)cc1 (stereo not given)	-2	26%	7%	4%	-6%	-38%	-7%	?	i
Cn1c(O)c(N=NC(=O)CNC(=O)c2cccnc2)c2ccccc21	6	64%[activator]	-3%	-14%	-16%	-23%	-3%	-5%	i
CC(C)N(C)S(=O)(=O)c1ccc(NC(=O)CSC(=S)N2CCCC2)cc1	2	17%	2%	-10%	0%	5%	-14%	6%[0.501 µM]	-1%
O=C(NNc1cccc(Cl)n1)c1ccc(Cl)cc1Cl	-2	47%[activator]	-5%	5%	·	9%	-13%	4%[59 µM]	1%
O=C(NCc1ccc(F)cc1)C1CCN(C(=O)NCc2ccccc2)CC1	0	20%	-2%	-23%	8%	14%	-10%	20%[12.7 µM]	-5%
c1ccc(-c2nnc(N3CCOCC3)nc2-c2ccccc2)cc1	1	10%	3%	-10%	-1%	2%	-7%	9%[59 µM]	-15%
O=C(CCCCCCCC(=O)NNC(=O)Nc1ccccc1)NNC(=O)Nc1ccccc1	-23	4%	104%[activator]	79µM*	-12%	79µM*	-29%	-48%[59 µM]	-17%
CC1(C)CC(OC(=O)c2ccccc2)CC(C)(C)N1	-1	2%	4%	-15%	2%	1%	4%	5%	·
CCC(=O)Nc1nnc(-c2ccco2)o1	1	31%	1%	45µM*	-8%	?	-6%	22µM*	-10%
CCSc1nnc(NC(=O)C2CCCN(C(=O)c3ccc(Cl)cc3)C2)s1 (stereo not given)	7	·	·	·	2%	·	-6%	·	-3%
Cn1c(CN2CCC(C(N)=O)CC2)c(C#N)c2ccccc21	-4	-6%	-1%	0%[57.1 µM]	17%	2%	1%	-19%[59 µM]	5%
Cc1ccc(C)c(N2CCN(c3nc4c(S(=O)(=O)c5ccccc5)nnn4c4ccc(Cl)cc34)CC2)c1	-2	23%	2%	-12%	0%	3%	-19%	0%[59 µM]	-7%
Cc1ccc(C)c(N(C(=O)c2snc(C(N)=O)c2N)C(C(=O)NCC2CCCO2)c2ccc(C)o2)c1 (stereo not given)	1	-20%	1%	-14%[57.1 µM]	5%	-18%	-13%	9%	-3%
CC(C)CCNC(=O)NC(=O)COC(=O)CCN=C1NS(=O)(=O)c2ccccc21	-4	33%	-4%	-4%	16%	-7%	-9%	9%	-1%
C=CCNC(=S)Nc1ccc(Cl)cc1F	-5	36%	-1%	-3%	13%	1%	-19%	-4%	-11%
Cc1cc(-c2onc(C)c2C(=O)Nc2ccc(C(F)(F)F)cc2)no1	2	2%	-1%	-14%	5%	1%	-21%	·	-10%
Cc1c(Br)c(O)c(Br)c(O)c1/C=N/n1c(-c2ccccc2)n[nH]c1=S	1	?	·	25µM*	?	-38%	3.2µM*	0.79µM*	-22%
O=C1CN(C(=O)COc2ccc([N+](=O)[O-])cc2Cl)c2ccccc2N1	-5	22%	-2%	-28%	-3%	-5%	-16%	-6%[12.7 µM]	-2%
COc1ccc(-c2cc3c(=O)n(CC(=O)NCc4ccc(C)cc4)ncn3n2)cc1	0	14%	0%	-7%	1%	4%	-13%	39%[59 µM]	0%
Oc1ccc(C(c2nnnn2C2CCCC2)N2CCc3ccccc3C2)cc1 (stereo not given)	-12	-10%	0%	7%[11.4 µM]	26%	56µM*	?	4.5µM*	i
COc1ccc(NC(=O)CSc2nc(-c3ccco3)cc(C(F)(F)F)n2)c(OC)c1	1	19%	0%	-8%	7%	-3%	-6%	2%[59 µM]	9%
Cc1cccc(N(CC(=O)Nc2ccc(CC#N)cc2)S(C)(=O)=O)c1	1	15%	-8%	-8%	0%	9%	-7%	-37%	i
CC(=O)N1CCN(C(=O)COc2ccc(N(C)S(=O)(=O)c3cccs3)cc2)CC1	-3	17%	0%	-30%	-3%	7%	-11%	-27%	-4%
Cc1cc2cc(CNC(=O)Nc3ccccc3)ccc2n1C	8	?	2%	?	6%	4%	-7%	32µM*	-5%
Cc1ccc(S(=O)(=O)Nc2cc3c(cc2C#N)OCO3)cc1C(N)=O	1	39%	2%	-7%	-3%	2%	-8%	14%	-1%
COc1ccc(C)cc1S(=O)(=O)N(C)CC(=O)N1CCC(C)CC1	0	29%	-8%	-5%	-4%	13%	-8%	-4%[59 µM]	·
Cc1ccc(N2C(=O)CC(NNc3nc4ccccc4s3)C2=O)cc1 (stereo not given)	-7	26%	3%	13%	8%	2%	-18%	1%	-3%
O=C(COc1ccc(F)cc1)Nc1ccc2c(c1)OCCO2	0	18%	-1%	-3%	-15%	5%	-2%	·	1%
CCOc1ccccc1N=Nc1c(C)[nH]n(-c2ccccc2)c1=O	-2	?	-2%	45µM*	14%	?	1%	·	-3%
NNC(=O)c1cc2cc(Oc3ccccc3)ccc2[nH]1	2	-8%	1%	-26%	-36%	-30%	-27%	2%	5%
CN(C)CC1CCC/C(=C\c2ccc(OC(=O)/C=C/c3ccccc3)cc2)C1=O (stereo not given)	5	11%	?	-8%	-5%	·	?	·	-1%
CC(C)(C)OC(=O)NCCCCCNC(=O)c1nc[nH]c1C(=O)NCC(=O)OCc1ccccc1	1	37%	?	-17%	1%	·	-12%	·	5%
CCOC(=O)N1CCN(C(=O)C2CC(c3cc(OC)ccc3OC)=NO2)CC1 (stereo not given)	3	14%	0%	-22%	0%	7%	-5%	14%[59 µM]	-8%
COc1ccc(OCC(=O)NC(=S)NNC(=O)COc2ccc(Br)cc2Cl)cc1	-5	?	5%	8.9µM*	-21%	-8%	-9%	1.6µM*	-2%
Cc1ccccc1CSc1nnc(-c2ccncc2)o1	-1	36%	0%	0%	3%	-15%	-21%	7%	-4%
N#Cc1ccc(N2C(=O)[C@@H]3C(C(=O)c4cnccn4)=NN[C@@H]3C2=O)cc1	-6	25%	?	16µM*	1%	56µM*	-9%	·	-2%
C1CC(CN2CCOCC2)CN(c2nc3nonc3nc2N2CCSCC2)C1 (stereo not given)	-1	30%	-4%	-20%	6%	-21%	-2%	-3%[12.7 µM]	5%
Cc1[nH]nc2c1C(c1cc(Br)cs1)C(C#N)=C(N)O2 (stereo not given)	-1	34%	4%	-5%	1%	-29%	-13%	-38%	i
Cc1nc(CCNC(=O)Cc2ccccc2)cs1	-1	37%	0%	7%	-3%	6%	-11%	9%	7%
O=C(c1ccc(Cl)cc1)N1N=CCC1(O)c1ccc(Cl)cc1 (stereo not given)	2	34%	2%	-19%	0%	-38%	-9%	·	-6%
CC(C)(C)NC(=O)C(=O)NN=C1CCCCCC1	0	23%	-5%	10%	-21%	-23%	-21%	23%	-5%
CCS(=O)(=O)N1CCC(C(=O)N2CCOCC2)CC1	-2	9%	1%	-8%	-6%	5%	4%	1%[12.7 µM]	-6%
Cc1cccc(NC(=O)Cn2cc(C(=O)c3ccco3)c3ccccc32)c1	1&9	71%&18%[activator]	?	-10%&-14%	-4%&4%	15%&10%	-26%&-11%	25%&-9%[59 µM]	-7%&1%
C[C@H]1CN([C@@H](C)CO)S(=O)(=O)c2ccc(Br)cc2O[C@@H]1CN(C)C(=O)CCN1CCCCC1	-7	·	·	·	12%	·	-10%	·	1%
O=C(Nc1ncccc1O)c1cc2ccccc2o1	-23	3%	11%	-22%	29%	?	?	?	-22%
NS(=O)(=O)c1ccc(NC(=O)COC(=O)CCc2nc3ccccc3c(=O)[nH]2)cc1	0	23%	2%	-15%	1%	6%	-13%	?	-2%
COc1cccc(S(=O)(=O)N(C)C[C@H]2OCc3cnnn3CCCC(=O)N([C@@H](C)CO)C[C@H]2C)c1	2	·	·	·	-10%	·	-15%	·	-6%
O=C(N=Nc1c(O)[nH]c2ccccc12)c1cccs1	-6	31%	-1%	-12%	-3%	-24%	-8%	79µM*	-13%
Cc1ccc(N2C(=O)C(Cl)=C(N3CCCCCC3)C2=O)c(C)c1	-16	160%[activator]	11%	118%[activator]	-3%	97%[activator]	-8%	169%[activator]	9%
Cc1nnc(SCC(=O)c2ccc(Cl)cc2)s1	-1	24%	13%	-8%	-1%	-14%	-12%	-23%	-2%
